Yfh1-depleted yeast: mitochondrial function rescue without frataxin homolog – Friedreich's ataxia, plus single-dose screen, dose response (AID 1465); S. cerevisiae Yfh1-off respiration, WST-1 reduction, 72 h; higher fold induction means a stronger effect; fold induction at 50 µM, or EC50 in µM where a hit was titrated; 220,000 compounds, 0.074% hits;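 active = fold induction of absorbance versus untreated yeast above a set limit, then at least 30% activation at any dose in follow-up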;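 note: activators that raise dye reduction in frataxin-depleted yeast; strong numbers were not always called active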
HEK293 NOD2/NF-kB: inhibition of NOD2-driven NF-kB reporter – cell-based, luminescence, uHTS, HEK293 (AID 1566); one-dose inhibition, % at 4 µM; EC50 in µM for titrated hits; HEK293 NOD2/NF-kB luciferase reporter, luminescence; higher % means a stronger effect; 290,000 compounds, 0.63% hits; in the data active = inhibition above about 50%; note: many of its hits are not listed in these tables
MT stabilize HCS: stabilizes microtubules in HeLa cells | % tubulin-high responders, % at 10 µM | HeLa tubulin immunostaining HCS, 24 h; share of cells brighter than vehicle mean+2SD | 200,000 compounds, 0.83% hits | AID 2205;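 active = plate Z-score above 3 for both tubulin-high and condensed-nucleus cell shares, with cell loss under 80%, at 10 µM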;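 note: anti alpha tubulin signal scored within the nucleus-defined area of each cell; some results filed as inactive read as strong as hits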
Autophagy HCS: autophagy modulation, high-content screen; MEF GFP-LC3 puncta imaging; test concentration mostly 10 µM; AID 463193; 190,000 compounds, 0.98% hits; calls only at 10 µM (by protocol);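 active = percentage of spot-positive cells more than 3 SD above its plate mean, without a fluorescence outlier flag or 80% toxicity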;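 note: spot-positive cell cutoff set from DMSO-treated cells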
WT yeast gro inh: growth inhibition of WT yeast, mitochondrial fusion screen; mitochondrial fusion phenotypic screen, WT strain; inhibition, % at 10 µM; 190,000 compounds, 2.1% hits; AID 1362; in the data active = inhibition above about 58%; tested in S. cerevisiae
Lipid droplet: hepatic lipid droplet formation modulation. AML12 mouse hepatocytes, oleate lipid droplets, BODIPY imaging. inhibition, % at 6.5 µM. 240,000 compounds, 0.4% hits. AID 1656;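 active = lipid droplet intensity inhibited by at least 50%, with more than 500 cells counted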
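Material – mouse AML12 hepatocyte cell line, fixed after treatment · Compound dosing – one dose, 6.5 µM compound · Times – compound with oleate, overnight · Measured by – Image-based BODIPY and DAPI two-channel analysis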
Dynein cargo inh: dynein cargo transport inhibition. 3617.4 mouse cells, GR-EGFP nuclear translocation imaging; test concentration mostly 20 µM; stimulated with dexamethasone, 1 µM; hits give low values. z-score, hits read low. 220,000 compounds, 0.47% hits. AID 1381;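 active = plate z-score of nuclear minus cytoplasmic receptor signal below a set negative limit, without overly bright fluorescence or cell loss, cut at about -3.5 in these data, passing the limit was not always enough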;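 note: z-score of nuclear minus cytoplasmic ring GR-EGFP intensity difference per well; some compounds called inactive have numbers as strong as hits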
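Buffer or medium: tet-free, stripped-serum medium; Also added: dexamethasone, 1.0 µM final; Technique: high-content fluorescence imaging after fixation; Times: 48 h induction, 1 h compound, 30 min dex at 37 °C; Read-out: per-cell GR-EGFP intensity, nucleus versus surrounding cytoplasmic ring, well-averaged.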
Insulin prom up: MIN6 insulin promoter up-regulation; MIN6 insulin promoter-GFP reporter, high-content imaging; hits give high values; z-score at 5 µM; 190,000 compounds, 0.3% hits; AID 1625;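 active = z-score above 3 at 5 µM with at least 500 cells counted in the well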
b-catenin transl: beta-catenin nuclear translocation modulation; HeLa beta-catenin nuclear translocation, immunofluorescence imaging; nuclear translocation activity, % at 5 µM; 190,000 compounds, 0.3% hits; AID 1665;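 active = nuclear translocation activity above 50% at 5 µM, with a well cell count of 50 or more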;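 note: per-cell ratio of nuclear to cytoplasmic median beta-catenin stain intensity; plate controls were DMSO negative control for no effect and GSK-3 inhibitor IX positive control for full effect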
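Signal – beta-catenin immunofluorescence imaging with DAPI · Test system – human HeLa cell line · Dosing – 5 µM primary single dose, 0.1% DMSO, 0.02–20 µM confirmation series · Measure – % activation, nuclear-to-cytoplasmic median beta-catenin signal ratio per cell · Incubation – 24 h compound exposure at 37°C, 5% CO2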
WT yeast gro inh mutant strain: further read-out of WT yeast gro inh, marked with its call; inhibition, %; mitochondrial fusion phenotypic screen, mutant strain inhibition
Dynein cargo inh cytoplasmic EGFP: also measured in Dynein cargo inh; calls as there; z-score; measured here: cytoplasmic GR-EGFP intensity; hits give high values
Dynein cargo inh nuclear GR-EGFP: second read-out of Dynein cargo inh, no call of its own (marks repeat the call); z-score; measured here: nuclear GR-EGFP intensity;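 lower value marks the stronger effect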
Dynein cargo inh cell count: recorded beside Dynein cargo inh, whose call it bears; z-score; measured here: cell count per field
Insulin prom up cell count: second read-out of Insulin prom up, no call of its own (marks repeat the call); cell count; measured here: cytotoxicity, nuclei count;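 total cells summed across four imaged fields per well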
Lipid droplet cells 6.5 µM: further read-out of Lipid droplet, marked with its call; cell count; measured here: cell count, cytotoxicity flag;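 cells counted across two imaged fields per well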
b-catenin transl cell count 5 µM: also measured in b-catenin transl; calls as there; cell count; measured here: cell count, cytotoxicity flag
MT stabilize HCS Hoechst-high %: further read-out of MT stabilize HCS, marked with its call; % Hoechst-high responders; measured here: nuclear condensation Hoechst responders;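 share of cells brighter than vehicle mean plus two SD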
MT stabilize HCS cytotoxicity %: recorded beside MT stabilize HCS, whose call it bears; toxicity, %; measured here: cytotoxicity by cell density;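 0% = mean cell density of plate MIN control wells and 100% = no cells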
Autophagy HCS cell loss 18 h: second read-out of Autophagy HCS, no call of its own (marks repeat the call); toxicity, %; measured here: cell loss, nuclei count;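 cell loss after 18 h compound exposure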
Starred values were filed as active, the others as inactive; i = inactive; x = no result given; & = joins results of further samples. Not all compounds are listed. The share of hits here may be higher or lower than overall.

compound	Yfh1-depleted yeast	HEK293 NOD2/NF-kB	MT stabilize HCS	MT stabilize HCS Hoechst-high %	MT stabilize HCS cytotoxicity %	Autophagy HCS	Autophagy HCS cell loss 18 h	WT yeast gro inh	WT yeast gro inh mutant strain	Lipid droplet	Lipid droplet cells 6.5 µM	Dynein cargo inh	Dynein cargo inh cytoplasmic EGFP	Dynein cargo inh nuclear GR-EGFP	Dynein cargo inh cell count	Insulin prom up	Insulin prom up cell count	b-catenin transl	b-catenin transl cell count 5 µM
O=[N+]([O-])c1cc([N+](=O)[O-])c2n[nH]c(-c3ccccc3)c2c1	x	25%	3.9	2.8	6.4	i	-4	1	-5	-1	680	-0.45	-0.15	-0.18	0.47	-0.23	1057	2.5	1057
CC1(C)CC(C(=O)NCCC(c2ccccc2)c2ccco2)CCO1 (stereo not drawn)	i	1%	3.0	2.0	6.5	i	47	-3	1	13	638	0.62	-0.15	0.25	-0.16	0.58	1523	0.2	1054
Cc1ccc(S(=O)(=O)Nc2c(C)n(C)n(-c3ccccc3)c2=O)cc1	i	12%&19%	2.3&2.2	2.5&1.5	6.3&17	i	4&2	-3&16	-2&5	-6&15	652&739	0.46&-0.64	-0.31&0.023	0.23&-0.49	-0.5&-1.5	-0.71	1589	0.1	1053
CC(C)CNS(=O)(=O)c1ccc(S(=O)(=O)N2CCC3(CC2)OCCO3)cc1	i	-6%	2.6	1.3	1.1	i	25	0	8	7	686	0.79	-0.22	0.66	-0.87	-0.4	1401	1.6	994
C=CCNC(=O)c1onc(CSc2cccc(OC)c2)c1C(=O)NCC=C	i	24%	x	x	x	x	x	x	x	x	x	-0.13	-0.78	0.033	0.29	-0.29	1201	-3.7	1222
O=C(CC1N=C2c3ccccc3N=C(SCc3ccccc3Cl)N2C1=O)NCc1ccco1 (stereo not drawn)	i	4%	3.1	2.9	12	i	-11	-8	-1	-27	667	-0.14	-0.21	0.24	0.39	-0.11	1580	0.4	1028
CCOC(=O)c1cc2sc(C)cc2n1CC(=O)NCCc1ccccc1	i	-8%	2.1	2.0	3.8	i	-4	13	6	-26	709	0.33	-0.24	0.23	-0.13	0.07	893	x	x
CCOC(=O)C(/C=C(\C#N)C(=O)OCC)=C(/N)N1CCN(c2ccc(OC)cc2)CC1	i	12%	2.2	1.2	9.0	i	-5	-4	8	5	778	-0.66	-0.066	-0.029	0.73	-0.35	1320	-5.6	1225
Fc1ccc(-n2c(-c3ccc4c(c3)OCO4)n[nH]c2=S)cc1Cl	i	-49%	3.2	2.0	2.6	i	17	20	4	-2	647	-1	-0.26	-0.72	0.49	-0.42	1431	-2.1	1127
COc1cccc2cc(C(=O)NCC3CCCO3)c(=O)oc12 (stereo not drawn)	x	6%	3.5	1.6	3.5	i	-9	-2	-1	-5	739	-0.32	-0.18	-0.35	0.33	-0.59	1246	-0.1	952
O=C1CC(c2ccc(Cl)cc2)SC(N(c2ccccc2)c2ccccc2)=N1 (stereo not drawn)	i	-22%	2.3	1.7	5.5	i	11	51	30	2	626	2.3	-0.15	1.3	-1.2	0.54	1320	-1.0	907
O=C(NC1CC1)c1ccc(-c2ccccc2)cc1	i	-37%	6.6	3.4	4.3	i	-1	-18	8	-8	694	-0.46	-0.23	0.085	0.52	0.67	1033	0.0	1128
CCOc1ccc(NC(=O)C2CCN(C(=O)NCc3ccccc3)CC2)cc1	i	11%	4.0	3.0	5.1	i	10	-64	-5	x	x	-0.44	-0.28	-0.041	0.44	-0.01	1049	-0.6	1177
CCCCC(=O)Nc1nc(C)c(C(C)=O)s1	i	-10%	2.7	3.9	9.2	i	6	5	7	x	x	-0.1	-0.18	0.23	-0.041	-1.4	939	x	x
CC(=O)c1ccc(OC(C)C)c(CSc2nc(O)cc(=O)[nH]2)c1	i	1%	1.4	1.7	12	i	11	12	2	x	x	-0.67	-0.065	-0.2	0.68	-0.1	1198	-3.5	1124
COc1cccc(C2=CC(c3cc(OC)ccc3OC)n3nnnc3N2)c1 (stereo not drawn)	x	-3%	27*	59*	48*	i	-5	22	13	-40	771	0.76	0.12	1.3	-1.8	0.53	1290	-1.5	1010

Complete entries from above. Screens in order: Yfh1-depleted yeast	HEK293 NOD2/NF-kB	MT stabilize HCS	MT stabilize HCS Hoechst-high %	MT stabilize HCS cytotoxicity %	Autophagy HCS	Autophagy HCS cell loss 18 h	WT yeast gro inh	WT yeast gro inh mutant strain	Lipid droplet	Lipid droplet cells 6.5 µM	Dynein cargo inh	Dynein cargo inh cytoplasmic EGFP	Dynein cargo inh nuclear GR-EGFP	Dynein cargo inh cell count	Insulin prom up	Insulin prom up cell count	b-catenin transl	b-catenin transl cell count 5 µM
CCOc1ccc(NC(=O)C2CCN(C(=O)NCc3ccccc3)CC2)cc1 as listed: i	11%	4.0	3.0	5.1	i	10	-64	-5	x	x	-0.44	-0.28	-0.041	0.44	-0.01	1049	-0.6	1177
Fc1ccc(-n2c(-c3ccc4c(c3)OCO4)n[nH]c2=S)cc1Cl as listed: i	-49%	3.2	2.0	2.6	i	17	20	4	-2	647	-1	-0.26	-0.72	0.49	-0.42	1431	-2.1	1127
CC(=O)c1ccc(OC(C)C)c(CSc2nc(O)cc(=O)[nH]2)c1 as listed: i	1%	1.4	1.7	12	i	11	12	2	x	x	-0.67	-0.065	-0.2	0.68	-0.1	1198	-3.5	1124

Continued.
compound	Yfh1-depleted yeast	HEK293 NOD2/NF-kB	MT stabilize HCS	MT stabilize HCS Hoechst-high %	MT stabilize HCS cytotoxicity %	Autophagy HCS	Autophagy HCS cell loss 18 h	WT yeast gro inh	WT yeast gro inh mutant strain	Lipid droplet	Lipid droplet cells 6.5 µM	Dynein cargo inh	Dynein cargo inh cytoplasmic EGFP	Dynein cargo inh nuclear GR-EGFP	Dynein cargo inh cell count	Insulin prom up	Insulin prom up cell count	b-catenin transl	b-catenin transl cell count 5 µM
COc1ccc(N2CCN(C(=O)C(C)(C)Oc3ccc(Cl)cc3)CC2)cc1	i	-5%	4.1	2.8	7.4	x	x	43	15	-15	594	0.39	-0.11	0.4	-0.96	2.2	1776	-1.8	1053
COc1ccc(CN2CCNC(=O)C2CC(=O)NCCSc2nccn2C)cc1OC (stereo not drawn)	i	-15%	1.5	1.8	5.0	i	-10	3	2	-6	754	0.29	-0.22	0.2	-0.036	0.63	1398	-0.4	1014
COc1cc2ncnc(NCc3ccco3)c2cc1OC	i	-78%	3.8	2.7	3.0	i	17	3	5	34	607	-0.34	-0.22	-0.19	0.62	0.15	1385	-1.1	1524
Cn1cc(Cl)c(C(=O)NC2CCCC2)n1	i	-8%	2.5	2.5	6.8	x	x	10	-1	2	677	0.22	-0.11	0.48	-0.63	-0.35	1909	-3.5	1143
O=C1C2=C(c3ccccc31)[N+](=O)[C@@H]1CCCC[C@@H]1N2[O-]	i	2%	5.5	2.5	4.8	i	8	7	30	x	x	-0.48	-0.19	-0.027	0.087	-0.3	1515	-4.4	963
O=C(Nc1ccc2c(c1)Cc1ccccc1-2)c1ccncc1	i	-14%	2.8	4.4	5.2	i	-10	-1	2	-4	685	-0.12	-0.27	0.027	0.28	-0.94	1257	4.2	512
O=S(=O)(O)c1ccc(N2N=C(c3ccccc3)CC2c2ccccc2)cc1 (stereo not drawn)	i	0%	2.1	2.4	5.8	i	11	-10	1	-5	721	-1.2	-0.25	-1	1.8	0.56	955	1.3	1053
COc1ccc(S(=O)(=O)Cc2ccc(C(=O)NCCc3cc(OC)ccc3OC)o2)cc1	i	6%	2.1	1.6	2.5	i	-33	-7	0	-14	687	1.3	-0.23	0.83	-1.1	-0.16	1136	-1.4	1105
CC(C)Sc1cc(N2CCOCC2)nc(-c2ccccc2)n1	i	16%	3.2	2.5	6.1	i	8	-22	-16	1	675	-0.76	-0.3	-0.59	0.4	0.18	1495	-3.7	634
O=C(/C=C/c1ccc(Br)cc1)NC(=S)Nc1ccc(S(=O)(=O)Nc2nccs2)cc1	i	9%	2.9	2.0	4.6	i	12	-1	-2	-1	681	2.4	-0.16	0.72	-0.82	0.55	1572	-3.4	1100
CSCCC(NC(=O)c1ccco1)C(=O)O (stereo not drawn)	i	7%	5.0	1.8	13	i	7	3	10	16	688	3.4	0.61	3.5	-3.6	0.25	1270	x	x
Cc1ccc(CCNC(=O)c2nnn(-c3cc(C)cc(C)c3)c2N)cc1	i	4%	5.2	2.9	7.3	i	19	5	-18	-1	595	-0.64	-0.18	-0.11	-0.079	0.26	1780	-2.2	1115
Cc1ccc(NC(=O)C2CCCN2S(=O)(=O)c2ccc3c(c2)n(C)c(=O)c(=O)n3C)c(C)c1 (stereo not drawn)	i	6%	x	x	x	x	x	x	x	-8	728	0.77	-0.14	1	-1.5	-0.28	1119	-0.1	1302
CCOC(=O)c1nn(-c2ccc(OC)cc2)c(=O)c2c(N)scc12	i	0%	4.2	2.9	2.6	i	-1	14	19	-13	602	1.4	1.8	1.3	0.11	-0.29	1770	0.4	1090
Cc1nn(C(C)C(=O)NCc2cccs2)c(C)c1[N+](=O)[O-] (stereo not drawn)	i	10%	5.9	1.5	11	i	14	-13	6	7	678	-0.71	-0.37	-0.04	1.2	-0.16	1397	-0.2	1499
CC(C)c1nc2sc3c(NCc4ccco4)ncnc3c2c2c1COC(C)(C)C2	i	2%	7.3	7.9	0.3	i	-35	37	-10	x	x	-0.1	-0.13	-0.18	1.2	-2.6	1319	-3.6	912
CCOC(=O)CSc1cc(=O)n(CC)c2ccccc12	i	9%	3.6	1.7	6.3	i	5	6	11	x	x	-0.73	-0.2	-0.53	-0.02	-0.47	1432	-5.4	918

Bioassay records from PubChem BioAssay.
